# Integrin act MD – activates integrin-mediated alleviation for muscular dystrophy; AID 624291; 350,000 compounds, 0.064% hits; Potency, µM (titrated, usually from 38.3 µM), for the others: at the top dose activation, hits mostly activators; alpha7betagal myoblasts, beta-gal FDG fluorescence, 48 h;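 also: potency is read from the fitted curve at half-maximal effect; 100% = response of the positive control SU9516; nearly all actives have a fitted effect of over 60% in size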
#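 alpha7betagal+/- myoblasts (passage 13, 250/well) treated 48 h at 37C with compounds at 1:260 dilution of DMSO stock. Lysed, then beta-galactosidase activity read as FDG fluorescence (ex 480/em 540) after 30 min, with pre-read for autofluorescence.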
# AT treatment – candidate therapy for ataxia-telangiectasia. […] A-T fibroblasts, KAP-1 phosphorylation AlphaLISA; neocarzinostatin DNA damage 30 min before lysis. Potency, µM (series often up to 57.5 µM), without a hit: at the top dose activation, most hits filed as activators. 320,000 compounds, 0.19% hits; also: potency is read from the fitted curve at half-maximal effect; % of control where 0% means no effect; nearly all actives have a fitted effect of over 45% in size
#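 hTERT-immortalized A-T patient fibroblasts ([…]), 500 cells/well in OPTI-MEM, 1% FBS, got compounds for 60 min, then NCS for 30 min at 37C. Lysates were then assayed for phospho-KAP-1 by AlphaLISA (anti-pKAP1 donor, anti-KAP1 acceptor beads), 6 hr at 25C.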
# Menin MLL FP TR – displaces Texas Red mutant MLL peptide from human menin. O00255. Menin + Texas Red MLL mutant peptide, fluorescence polarization. Potency, µM (series often up to 61.6 µM), for the others: at the highest dose FP activity change, negative = inhibition, most hits filed as inhibitors. 270,000 compounds, 0.23% hits; active = well fitted inhibition curve with a large enough effect in the polarisation, with a control signal flat, not every such curve was filed as active; inconclusive = small, poorly fitted or top-dose-only effect, or effect the other way, or a change in a side signal; inactive = no such curve, though single readings can be large or run the other way; the % refers to the polarisation; also: potency is read from the fitted curve at half-maximal effect; % of control where 0% means no effect; many of its hits are not listed in these tables
# MBNL1-CUG inh – inhibitors of human MBNL1 binding to CUG repeat RNA | Q9NR56 | 280,000 compounds, 0.036% hits | Potency, µM (doses to about 57.5 µM), without a hit: at the highest dose activity change, negative = inhibition, usual class: inhibitors | TR-FRET MBNL1-His/biotin-(CUG)12 binding, 665/545 ratio; active = well fitted inhibition curve with a large enough effect in the signal ratio, with a control signal flat, not every such curve was filed as active; inconclusive = small, poorly fitted or top-dose-only effect, or effect the other way, or a change in a side signal; inactive = no such curve, though single readings can be large or run the other way; the % refers to the signal ratio; also: potency is read from the fitted curve at half-maximal effect; % is scaled to controls: 0 for no effect and ±100 for the full control effect
#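 Inhibition of protein-RNA binding appears as loss of TR-FRET between terbium anti-His antibody on MBNL1-His and streptavidin-XL665 on biotin-(CUG)12. Activity is normalized to buffer-only and uninhibited-complex controls.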
# CXXC DNA block – MLL CXXC-DNA interaction inhibition | MLL-CXXC / FITC-HOXA9 DNA fluorescence polarization | 290,000 compounds, 0.037% hits | Q03164 | Potency, µM (top dose mostly 115 µM), for the others: at the top dose activity change, negative = inhibition, hits mostly inhibitors; active = well fitted inhibition curve with a large enough effect in the polarisation, with a control signal flat, not every such curve was filed as active; inconclusive = small, poorly fitted or top-dose-only effect, or effect the other way, or a change in a side signal; inactive = no such curve, though single readings can be large or run the other way; the % refers to the polarisation; also: potency is read from the fitted curve at half-maximal effect
#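 Steps: dispense CXXC domain solution (7 uM) → pin compounds or unlabeled HOX-A9 DNA control → 5 min ambient → add FLSN-HOX-A9 solution (50 nM) → spin → 30 min ambient → fluorescence polarization. Tris pH 7.5/NaCl/DTT/BSA buffer.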
# TSG101-PTAP inh – blocks PTAP/TSG101 interaction to inhibit HIV-1 budding; Fluorescence polarization, FITC-PTAP peptide / Tsg101 binding; AID 493005; Q99816; 340,000 tested, under 10 active; Potency, µM (doses to about 115 µM), for inactives: at the highest dose activity change, negative = inhibition, hits mostly inhibitors; active = well fitted inhibition curve with a large enough effect in the main read-out, with a control signal flat, not every such curve was filed as active; inconclusive = small, poorly fitted or top-dose-only effect, or effect the other way, or a change in a side signal; inactive = no such curve, though single readings can be large or run the other way; also: potency is read from the fitted curve at half-maximal effect; % of control where 0% means no effect
# Target sequence (Q99816 whole entry, looked up): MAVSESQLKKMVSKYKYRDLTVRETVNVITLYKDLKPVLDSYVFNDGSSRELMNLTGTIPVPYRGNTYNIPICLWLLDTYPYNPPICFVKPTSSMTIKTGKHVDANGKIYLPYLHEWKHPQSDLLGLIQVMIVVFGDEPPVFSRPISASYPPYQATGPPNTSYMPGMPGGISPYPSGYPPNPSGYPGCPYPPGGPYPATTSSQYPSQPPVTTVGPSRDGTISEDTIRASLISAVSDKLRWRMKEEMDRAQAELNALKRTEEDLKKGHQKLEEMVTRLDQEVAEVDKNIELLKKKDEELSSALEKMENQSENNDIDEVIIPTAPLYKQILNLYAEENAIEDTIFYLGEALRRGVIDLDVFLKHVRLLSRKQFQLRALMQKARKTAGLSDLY
#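 Steps: Tsg101 binding domain dispensed (10 uM final), compounds pinned in DMSO, FITC-labeled PTAP-motif peptide added (50 nM final); after 20 min binding at room temperature, polarization measured.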
# Mito fusion yeast – blocks mitochondrial division or promotes mitochondrial fusion; Potency, µM (top dose mostly 46.1 µM), for the others: at the top dose growth rescue (activation), actives largely listed as activators; AID 485298; S. cerevisiae fusion-defective mutant growth rescue, CellTiterGlo 48 h; 320,000 compounds, 0.23% hits;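 also: potency is read from the fitted curve at half-maximal effect; % of control where 0% means no effect; nearly all actives have a fitted effect of over 45% in size; temperature-sensitive fusion mutants such as fzo1-1 at 37 °C on non-fermentable ethanol glycerol medium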
#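 Compounds are tested for their ability to restore growth of mitochondrial fusion-defective yeast strains at non-permissive 37C in YPEG medium over 48 hours. Viability is quantified by luciferase luminescence.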
# TCR activator – activates T cell receptor signaling | 330,000 tested, under 10 active | AID 504894 | Potency, µM (top dose mostly 9.22 µM), inactives show at the top dose activation of IL-2 secretion, hits mostly activators | primary human leukocytes, anti-CD3, IL-2 HTRF, 48 h; also: % of control where 0% means no effect
#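 1) Mix primary human leukocytes, a-CD3 beads and compound. 2) Incubate 48 hr. 3) Add HTRF IL-2 reagents (a-IL-2-K, a-IL-2-d2).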
# TSHR antagonist – blocks TSH signaling through the human TSH receptor; P16473; TSHR-expressing cells, TSH-stimulated cAMP HTRF, 2 h; active compounds read low; activity change, negative = inhibition, % at 11.5 µM; 330,000 compounds, 0.2% hits;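 active = activity change below a set negative limit, meaning inhibition stronger than a set level, cut at about -70% in these data; inconclusive = activity change between two set negative limits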; also: % is scaled to controls: 0 for no effect and ±100 for the full control effect
#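 Inhibition of cAMP made by TSHR-expressing cells under TSH stimulation (4nM final, EC80; 2 h, 37 deg C) is quantified with a one-step lysis HTRF kit, anti-cAMP cryptate versus cAMP-d2.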
# S-ASM inh – human S-ASM enzyme inhibition | AID 504937 | placental ASM, HMU-PC fluorogenic substrate, 60 min | Potency, µM (top dose mostly 57.5 µM), for inactives: at the highest dose activity change, negative = inhibition, usual class: inhibitors | 340,000 compounds, 0.006% hits | P17405; also: potency is read from the fitted curve at half-maximal effect
# Target sequence (P17405 47-631 limits assumed): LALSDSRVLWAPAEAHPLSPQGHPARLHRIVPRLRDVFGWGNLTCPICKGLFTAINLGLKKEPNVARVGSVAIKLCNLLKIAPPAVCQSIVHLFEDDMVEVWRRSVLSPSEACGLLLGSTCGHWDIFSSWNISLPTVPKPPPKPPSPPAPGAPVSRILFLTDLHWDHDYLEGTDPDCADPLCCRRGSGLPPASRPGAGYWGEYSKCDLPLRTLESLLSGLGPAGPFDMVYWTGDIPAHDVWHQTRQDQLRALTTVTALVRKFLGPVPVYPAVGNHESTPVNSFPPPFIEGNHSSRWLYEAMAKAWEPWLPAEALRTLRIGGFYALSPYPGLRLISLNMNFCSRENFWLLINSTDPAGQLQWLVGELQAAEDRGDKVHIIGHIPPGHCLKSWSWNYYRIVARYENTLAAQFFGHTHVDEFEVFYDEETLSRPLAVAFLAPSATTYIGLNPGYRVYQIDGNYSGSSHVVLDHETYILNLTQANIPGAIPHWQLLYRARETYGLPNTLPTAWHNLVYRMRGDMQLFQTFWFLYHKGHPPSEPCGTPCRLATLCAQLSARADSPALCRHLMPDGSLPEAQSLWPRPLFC
#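 Human placenta-derived ASM preincubated with compound 10 min at room temperature, then reacted with 9 uM (final) fluorogenic HMU-PC substrate for 60 min at 37 C. Stop solution raises pH to 10; fluorescence read at Ex 386/Em 447 nm.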
# * hit, by the source's call; i = inactive; ? = inconclusive; . = not tested or not shown; & = joins results of further samples; [ ] = remark or other dose. Unless noted, calls follow the shape of the dose curve; as a rule, active = well fitted curve in the direction sought with a large enough effect; inconclusive = small, poorly fitted or top-dose-only effect, or another doubt; inactive = no such curve, though single readings can be large; an effect the other way counts as inactive or inconclusive.
SMILES,Integrin act MD,AT treatment,Menin MLL FP TR,MBNL1-CUG inh,CXXC DNA block,TSG101-PTAP inh,Mito fusion yeast,TCR activator,TSHR antagonist,S-ASM inh
COc1cc(CN2CCN(C(=O)Cc3ccccc3)CC2)cc(OC)c1OC,4%,1%,-2%,-5%,-2%,-8%,0%,-1%,-2,2%
CON(C)C(=O)Nc1ccc(Cl)cc1,-3%[7.66 µM],-4%,2%,0%,1%,0%,3%,3%,16,-2%
O=C(c1cccn2c(=O)c3cc(Cl)ccc3nc12)N1CCC2(CC1)OCCO2,19%,.,-9%,?,1%,-3%,-10%,-13%,22,.
CCCCOCCCn1c(N)c(C(=O)OCCOC)c2nc3ccccc3nc21,-21%,33%,28µM*,?,28%,-7%,3%,10%,18,i
CO[C@H]1[C@@H](OC)CC(OC2OC(CO)C(O)C(O)C2O)/C(=C\C#N)[C@@H]1O (some centres undefined),33%,36%,0%,?,8%,.,0%,0%,23,2%
Cc1ccc(OCCSC2=NN2c2cc(C)nc(N)n2)cc1,3%,-6%,11%,-15%,2%,-3%,-11%,-4%,5,6%
O=C(c1cc2ccccn2n1)N1CCC2(CC1)OCCO2,12%,-1%,14%,-1%,2%,-2%,-1%,-1%,4,-2%
CCOC(=O)CN1C(=O)C2(C(C#N)=C(N)Oc3ccccc32)C(C(=O)OC)=C1C (centres undefined),0%,.,-6%,0%,-2%,-1%,-5%,1%,.,-2%
COC1=CC2[C@@H]3Cc4ccc(OC)c(O)c4[C@]2(CCN3C)CC1=O (some centres undefined),21%,15%,.,.,.,-1%,.,-7%,32,-3%
COc1ccc(-n2cnc3cc(C(=O)N4CCC5(CC4)OCCO5)ccc32)cc1,-50%[inhibitor],0%,-2%,-9%,-1%,-5%,9%,-8%,-3,0%
O=C(O)C1C2CCC(O2)C1C(=O)Nc1ccc(Cl)cc1 (centres undefined),-4%,3%,0%,1%,-18%,-7%,6%,2%,-9,0%
CCOc1ccc(N=Cc2c(O)n(-c3cc(C)cc(C)c3)c(=O)[nH]c2=O)cc1,10%,-4%,.,1%,-2%,-2%,4%,-5%,1,3%
COCCNC(=O)c1c(NC(=O)c2ccco2)n(Cc2ccccc2)c2nc3ccccc3nc12,-36%,12%,-11%,9%,?,13%,11%,-6%,-1,.
O=C(C[n+]1ccccc1)c1ccc(Cl)cc1,?,-9%,3%,-2%,2%,-2%,0%,9%,2,-1%
O=P(Oc1ccccc1)(Oc1ccccc1)c1ccccc1,29%,11%,.,.,6%,-5%,-1%,-56%,6,4%
CC(C)=CCSc1nnc([C@@H](N)Cc2c[nH]c3ccccc23)o1,-2%[7.66 µM],-3%,3%,-1%,7%,-4%,-6%,.,-7,0%
COc1cccc(-n2c(=S)[nH]c3ccccc3c2=O)c1,10%,6%,-1%,17%,3%,0%,0%,-3%,-6,4%
CN=C(NC#N)NCCSCc1nc[nH]c1C,.,-14%,?,3%,6%&-5%,1%,-8%&-2%,-2%,-13&2,3%
COc1ccccc1/C=C1/C(=N/O)C2CCN1CC2,0%,6%,-9%,-10%,18%,-5%,6%,3%,2,2%
O=c1[nH]c(=O)n(Cc2ccccc2Cl)c(O)c1/C=C1/C=CC=N1,11%,-1%,?,?,?,3%,9%,2%,27,-18%
O=[N+]([O-])c1cnc[nH]1,.,-5%,.,.,.,0%,-5%,6%,.,0%
c1ccc2c3c([nH]c2c1)C1(CCNCC1)NCC3,-28%,-9%,.,3%,13%,-3%,2%,-5%,6,2%
CCOc1ccccc1OCC(=O)Nc1ccc(Cl)cc1C(=O)c1ccccc1,18%,3%,-6%,-11%,1%,1%,16%,2%[46.1 µM],1,-7%
COCCCNC(=O)c1c(NC(=O)c2ccccc2)n(Cc2ccccc2)c2nc3ccccc3nc12,16%,.,.,.,.,6%,.,4%,.,141%[activator]
CC12C=CC(=O)C=C1CCC1C2C(O)CC2(C)C1CCC2(C)O (centres undefined),-9%,.,.,.,.,-3%,.,3%,.,2%

# Further compounds.
SMILES,Integrin act MD,AT treatment,Menin MLL FP TR,MBNL1-CUG inh,CXXC DNA block,TSG101-PTAP inh,Mito fusion yeast,TCR activator,TSHR antagonist,S-ASM inh
COC(=O)C1=C(c2ccccc2OCc2ccccc2)C[C@@H]2CC[C@H]1N2C(=O)NCCOc1ccccc1Cl,-36%,8%,.,.,.,0%,?,1%,-36,-3%
CC(=O)N1N=C2C3CCN(CC3)C2C1c1ccc(F)cc1 (centres undefined),-2%,4%,-11%,-3%,-1%,0%,-2%,-2%,-22,1%
O=C(N/N=C/c1c(O)n(-c2ccccc2)c(=O)[nH]c1=O)c1ccncc1,-5%,-17%,12%,?,22%,0%,-4%,-3%[46.1 µM],8,37%
Clc1ccc(OCC#CCN2CCCC2)cc1,-38%,3%,1%,0%,-5%,-3%,4%,.,-6,-2%
CN1C(=O)CN=C(c2ccccc2)c2cc(Cl)ccc21,.,.,-24%,0%,9%,.,1%,.,1,.
CCCCOC(=O)COc1cc(C)cc2oc(=O)c3c(c12)CCC3,6%,5%,-23%,?,-2%,-7%,2%,-1%,1,-3%
Cc1nn(Cc2ccccc2Cl)c(C)c1C(=O)NC1CCCc2ccccc21 (centres undefined),10%,0%,?,11%,-8%,4%,11%,4%[46.1 µM],-12,6%
CNP(=S)(NC)OCCOc1ccc(OC)cc1,-2%,3%,2%,-1%,3%,-7%,0%,-4%,8,-2%
COc1ccc(NP(=O)(Oc2cccc(C)c2)Oc2cccc(C)c2)cc1OC,6%,-4%,.,0%,-1%,-7%,18%,5%,-2,-3%
COC(=O)Nc1nc2ccccc2[nH]1,-22%,.,.,.,.,1%,.,-4%,.,0%
O=C(CCCOc1ccc(Cl)cc1Cl)N1CCC2(CC1)OCCO2,15%[7.66 µM],-1%,-17%,2%,-1%,-5%,2%,.,-6,-9%
C[n+]1c(-c2ccccc2)cc(CCCCc2cc(-c3ccccc3)[n+](C)c(-c3ccccc3)c2)cc1-c1ccccc1,-65%[inhibitor],6%,?,5%,24%,0%,6%,5%,6,-2%
CCOC(=O)c1c(C)n(Cc2ccc3c(c2)OCO3)c2ccc(O)cc12,2%,-2%,.,-7%,2%,-2%,-1%,4%,-8,?
CNC(=S)N1CCn2cccc2C1c1cccnc1 (centres undefined),3%,-3%,-7%,.,0%,0%,10%,8%,0,5%
Cc1nc2cc(-c3ccc(Cl)cc3)nn2c(C)c1CCC(=O)N1CCC2(CC1)OCCO2,23%,.,.,.,.,0%,.,-2%,.,3%
O=C1C2CCN(CC2)C12CC2c1ccc(C(F)(F)F)cc1 (centres undefined),3%,-6%,.,-9%,-4%,1%,-3%,-3%,1,3%
COC(=O)C1=C(c2ccc(F)cc2OCc2ccccc2)C[C@@H]2CC[C@H]1N2C(=O)NCc1ccccc1,-12%,0%,.,.,.,-5%,?,13%,2,-7%
Cn1c(=O)oc2cc(S(=O)(=O)N3CCc4ccccc43)ccc21,-9%,1µM*,.,5%,9%,-1%,-1%,-5%,24,1%
O=C1NC(=O)N(Cc2ccccc2)C(=O)/C1=C/N1CCCc2ccccc21,7%,1%,2%,-18%,6%,-1%,-4%,1%[46.1 µM],6,11%
CSc1ccccc1C(=O)C1CCCN(Cc2ccccn2)C1 (centres undefined),8%,-2%,-1%,-3%,3%,-6%,-1%,-7%,5,3%
N=C1c2ccccc2CN1NC(=O)c1ccc(Br)o1,37%,-1%,-4%,-3%,11%,?,-4%,1%,14,24%
CC1CCN(CC(=O)c2ccc3c(c2)OCCO3)CC1,-27%,6%,-17%,0%,4%,2%,-3%,-6%,0,3%
O=C1NC2NC(=O)N([N+](=O)[O-])C2N1 (centres undefined),?,-8%,.,.,-16%,-4%,-7%,8%,12,-1%
O=C(Nc1ccc(Cl)cc1)N1CC1,17%,.,.,.,.,-3%,.,0%,.,7%
Cc1oc(-c2ccc(Cl)cc2)nc1CS(=O)CC(=O)N1CCC2(CC1)OCCO2 (centres undefined),15%,-4%,7%,16%,3%,-4%,0%,2%,-2,-2%
c1ccc2[nH]c(CCNC3CCCCC3)nc2c1,-6%,-9%,5%,9%,-8%,-2%,-8%,0%,-8,3%

# Screens: PubChem BioAssay, National Center for Advancing Translational Sciences (NCATS)

# Not all compounds are listed. The share of hits here may be higher or lower than overall.
